CendR NRP1 mod – modulators of CendR peptide binding to human neuropilin-1; inhibition, % at 25 µM; FAM-RPARPAR peptide binding to NRP-1, fluorescence polarization; AID 602438; O14786; 360,000 compounds, 0.85% hits;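 active = inhibition or corrected inhibition above about 18%, plus a signal ratio from 0.5 to 1.5, limit read from the data, passing the limit was not always enough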; also: strong numbers were not always called active
Target sequence (O14786 whole entry, looked up): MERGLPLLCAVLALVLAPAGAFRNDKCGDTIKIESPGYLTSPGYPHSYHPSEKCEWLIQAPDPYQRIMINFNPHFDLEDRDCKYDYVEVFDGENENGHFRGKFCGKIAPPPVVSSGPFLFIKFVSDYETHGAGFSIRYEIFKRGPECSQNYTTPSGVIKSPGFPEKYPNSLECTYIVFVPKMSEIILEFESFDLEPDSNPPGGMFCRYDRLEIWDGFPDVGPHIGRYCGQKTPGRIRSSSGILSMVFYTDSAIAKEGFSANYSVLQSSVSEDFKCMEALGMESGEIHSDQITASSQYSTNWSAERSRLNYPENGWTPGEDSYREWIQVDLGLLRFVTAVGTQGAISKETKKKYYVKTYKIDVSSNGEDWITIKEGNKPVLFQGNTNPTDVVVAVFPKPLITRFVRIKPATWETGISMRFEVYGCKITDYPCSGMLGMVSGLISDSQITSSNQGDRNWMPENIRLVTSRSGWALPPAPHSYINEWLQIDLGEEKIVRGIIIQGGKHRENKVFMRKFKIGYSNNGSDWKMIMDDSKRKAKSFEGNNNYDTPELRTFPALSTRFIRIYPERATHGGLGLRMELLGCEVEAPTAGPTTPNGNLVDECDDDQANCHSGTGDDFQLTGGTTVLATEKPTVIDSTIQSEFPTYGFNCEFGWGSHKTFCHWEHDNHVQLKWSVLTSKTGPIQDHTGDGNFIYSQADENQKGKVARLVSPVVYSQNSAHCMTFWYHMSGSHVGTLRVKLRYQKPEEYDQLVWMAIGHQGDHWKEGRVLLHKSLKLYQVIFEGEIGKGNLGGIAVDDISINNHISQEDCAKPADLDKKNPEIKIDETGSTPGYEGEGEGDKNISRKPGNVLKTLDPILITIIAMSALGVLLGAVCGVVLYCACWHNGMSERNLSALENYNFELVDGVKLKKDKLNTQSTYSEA
TbMetRS inhib – blocks T. brucei methionyl-tRNA synthetase activity; purified T. brucei MetRS, ATP depletion, Kinase-Glo luminescence; inhibition, % at 11.9 µM; 360,000 compounds, 0.4% hits; AID 624268;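 active = inhibition above a per-plate cutoff of the control wells' mean inhibition plus 3 SD, cut at about 5.5% in these data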;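 also: 0% = DMSO wells median and 100% = median of wells with control inhibitor compound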
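Material – parasite MetRS enzyme · Medium – HEPES-MgCl2-KCl buffer plus DTT, spermine, BSA, pyrophosphatase · Reagent – ATP, methionine and E. coli bulk tRNA substrates · Times – 15 min enzyme-compound preincubation, 2 h reaction, 10 min detection, 25 °C · Measured by – luminescence of leftover ATP · Evaluation – percent inhibition relative to median high and low control wells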
MsrA inh – bovine MsrA inhibition | purified bovine MsrA, absorbance read-out | inhibition, % at 15.5 µM | 360,000 compounds, 0.75% hits | AID 651718; in the data active = inhibition above about 4.5%;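 also: 0% = vehicle wells with enzyme and 100% = reference inhibitor wells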
Scp-1 inhibitor – blocks human Scp-1 phosphatase activity; inhibition, % at 20 µM; 340,000 compounds, 0.88% hits; Recombinant Scp1, phosphopeptide, malachite green phosphate absorbance; Q9GZU7;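 active = inhibition above about 50% at 20 µM, limit read from the data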;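 also: plate controls were DMSO wells with enzyme for no effect and wells lacking enzyme for full effect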
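Times: enzyme reaction 45 min at room temperature, colour 5 min, stabilisation 30 min. Material: SCP-1 catalytic fragment, aa 76-261. Medium: Acidic Tris acetate buffer with magnesium and detergent. Signal: colorimetric free-phosphate detection, absorbance 630 nm. Read-out basis: % inhibition of SCP-1 phosphate liberation. Reagent: Phosphorylated 17-residue peptide substrate.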
STEP inh – inhibitors of human striatal-enriched phosphatase STEP | P54829 | recombinant STEP, OMFP fluorogenic substrate, fluorescence | inhibition, % at 20 µM | 360,000 compounds, 0.25% hits | AID 588621;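 active = inhibition at 20 µM, scaled per plate between control wells, above about 37%, limit read from the data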;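 also: 0% = DMSO with enzyme and substrate and 100% = substrate only without enzyme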
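medium = Bis-Tris buffer pH 6.0, 2.5 mM DTT, 0.005% Tween 20 | test system = STEP (striatal-enriched tyrosine phosphatase) enzyme, cell-free | measure = normalized % inhibition | compound dosing = 20 µM, 1% DMSO | also added = 25 µM OMFP | schedule = reaction 20 min, ambient temperature | measured by = fluorescence read at 480 nm ex / 540 nm em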
eLon inh – E. coli protease La inhibition; AID 602123; P0A9M0; 360,000 compounds, 0.42% hits; inhibition, % at 7.94 µM; purified E. coli Lon protease, fluorescence polarization; in the data active = inhibition above about 13%, passing the limit was not always enough;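 also: 0% = enzyme with probe and DMSO and 100% = no enzyme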
DNMT1 block – blocks human DNA methyltransferase DNMT1; P26358; DNMT1 molecular beacon, Hinp1I cleavage, fluorescence; inhibition (reported as % activation of signal), % at 10 µM; 360,000 compounds, 0.83% hits; AID 588458; in the data active = inhibition above about 50%
LMPTP inh – LMPTP (human) inhibition; P24666; recombinant LMPTP-A, OMFP fluorogenic substrate, fluorescence intensity; inhibition, % at 20 µM; 360,000 compounds, 0.22% hits; AID 651560;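 active = compounds that cut the enzyme signal by at least half of the control window in the single-dose screen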;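 also: plate controls were DMSO wells with enzyme plus substrate for no effect and substrate without enzyme for full effect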
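Buffer or medium: Bis-Tris pH 6.0, DTT, detergent; Assay system: LMPTP-A enzyme; Quantity: 0.625 nM enzyme; Detection: endpoint fluorescence intensity; Times: 50 min dark incubation at room temperature; Controls: substrate-only low control, DMSO enzyme-plus-substrate high control; Doses: single 20 µM dose; Read-out: percent inhibition versus substrate-only and uninhibited controls; Reagent: 400 µM OMFP.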
SUMO1-SIM PPI – modulators of human SUMO1-mediated protein-protein interactions; P63165; SUMO1 binding to a labelled peptide, TR-FRET, 1 h; inhibition, % at 20 µM; 360,000 compounds, 0.33% hits; AID 602429; in the data active = inhibition above about 37%
Target sequence (P63165 whole entry, looked up): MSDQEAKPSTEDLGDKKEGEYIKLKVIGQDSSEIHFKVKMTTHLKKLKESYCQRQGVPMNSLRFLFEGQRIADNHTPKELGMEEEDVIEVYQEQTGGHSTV
MsrA act – activators of bovine methionine sulfoxide reductase A; purified bovine MsrA, absorbance read-out; activation, % at 10.6 µM; 360,000 compounds, 0.3% hits; AID 602163; in the data active = activation above about 7.5%;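 also: 0% = vehicle and 100% = reference activator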
The depositor's hits bear a star; x = not tested or not shown.

nr | SMILES | CendR NRP1 mod | TbMetRS inhib | MsrA inh | Scp-1 inhibitor | STEP inh | eLon inh | DNMT1 block | LMPTP inh | SUMO1-SIM PPI | MsrA act
1 | CCSc1ccc([C@@H]2[C@H]3C(=O)N(CC)C(=O)[C@H]3[C@]3(C(=O)OC)CCCCN23)cc1 | -7 | -0.4 | 1.1 | -3 | -1 | -40 | 1 | -0.2 | 2 | -4
2 | COc1cc(CCN2C(=O)c3cccc4cccc(c34)C2=O)c(S(=O)(=O)NCCCO)cc1OC | -14 | -0.1 | 2.4 | -2 | -1 | 1 | 0 | -0.8 | -19 | -1
3 | O=C(/C=C/c1ccccc1)N1CCN(C(=O)c2ccco2)CC1 | -16 | -1.5 | -0.4 | 0 | 0 | -1 | 0 | -0.4 | -6 | -13
4 | Cn1c(=O)[nH]c(=O)c2c1nc(N(CCO)Cc1ccccc1)n2CCCc1ccccc1 | 2 | -0.1 | 1.1 | 2 | 1 | -2 | -2 | -0.4 | 4 | -1
5 | C[C@H](CO)N1C[C@H](C)[C@@H](CN(C)S(=O)(=O)c2ccccc2)Oc2c(NC(=O)Nc3ccc(C(F)(F)F)cc3)cccc2C1=O | 0 | -0.3 | 0.0 | -6 | -3 | -9 | -2 | 2.4 | 4 | -2
6 | COc1cc(CN2CCCC(N3CCN(c4ccccc4C)CC3)C2)cc(Cl)c1O (stereo unspecified) | -2 | -1.1 | -0.3 | 0 | 1 | 6 | 0 | -3.3 | -2 | 0
7 | O=C(NNC(=O)[C@@H]1CCCC[C@@H]1C(=O)O)c1cccs1 | 10 | -0.4 | -0.5 | -8 | 0 | 0 | 5 | -0.1 | -3 | -3
8 | O=C(Nc1ccc2c(c1)OCCO2)c1cccs1 | -7 | -1.6 | -0.9 | -1 | 2 | 1 | 4 | -0.2 | -1 | -13
9 | COc1ccc(/C=N\Nc2ccccn2)c(OC)c1 | 6 | 0.3 | 2.8 | 4 | 5 | -9 | 6 | 2.5 | -4 | 5
10 | NC(=O)c1ccsc1NC(=O)COC(=O)c1c(F)cccc1Cl | 0 | 0.1 | 0.3 | -1 | 1 | 0 | -5 | 1.3 | 6 | -2
11 | O=Cc1ccc(OCC(=O)N2CCc3ccccc32)c(Br)c1 | -4 | 0.7 | -1.3 | 1 | -5 | -12 | -2 | 0.3 | -1 | -2
12 | Cc1ccc(NC(=O)Cn2c(=O)cnc3ccccc32)cc1S(=O)(=O)N(C)C | -29 | 0.6 | 1.6 | -4 | 0 | 2 | -3 | -1.6 | -10 | -4
13 | N#C/C(=C1/CCCCCN1)c1nc2ccccc2s1 | -27 | 0.7 | 2.1 | -9 | 1 | -6 | -1 | 2.5 | -3 | -2
14 | COCC(=O)n1nc(-c2ccccc2)nc1NCc1ccc(N(C)C)cc1 | -11 | -0.8 | 0.0 | -3 | -2 | 7 | -3 | -0.2 | 1 | -2
15 | CCCCOC(=O)Nc1cccc(Cl)c1C | -19 | -0.5 | -1.0 | -1 | -1 | -5 | 0 | -0.1 | 4 | -2
16 | CCOC(=O)c1[nH]ncc1CN1CCN(Cc2ccc(C)cc2)C(CCO)C1 (stereo unspecified) | 2 | 0.1 | -0.1 | -3 | -2 | 1 | 0 | -0.6 | 5 | -1
17 | CCOC(=O)C1CCCN(S(=O)(=O)Cc2ccc(Cl)cc2)C1 (stereo unspecified) | -4 | -0.5 | -0.2 | -10 | 1 | -5 | 1 | 0.2 | 0 | -3
18 | NC(=O)CC1C(=O)N(c2ccc(F)cc2)C(=O)N1NC(=O)CCc1ccccc1 (stereo unspecified) | 7 | 0.3 | 0.6 | -1 | -1 | -8 | 2 | -0.7 | 33 | -1
19 | CCCCOc1ccc(C(=O)N(CC)CC(=O)NCc2cccs2)cc1 | 12 | -0.5 | 0.1 | -4 | -1 | 2 | 2 | -7.9 | -20 | -8
20 | CCONc1ncnc2nonc12 | -1 | -1.1 | 2.6 | 5 | -2 | -4 | 7 | 0.2 | -6 | -15
21 | O=C(Cc1ccsc1)N1CCN(S(=O)(=O)c2cc(C(F)(F)F)cc(C(F)(F)F)c2)CC1 | 1 | -0.6 | -0.8 | -2 | 1 | -18 | 1 | -0.2 | 32 | -6
22 | Cc1ccc(S(=O)(=O)N(C)C)cc1NC(=O)C1CCCC1 | 0 | -0.9 | 0.1 | -7 | 0 | 3 | -7 | 0.6 | -1 | -6
23 | O=C(NCCC1CCCCN1S(=O)(=O)c1ccc(Cl)cc1)C(=O)NCc1ccco1 (stereo unspecified) | -4 | -0.4 | 0.6 | 0 | 2 | -8 | 1 | 0.9 | -2 | 1
24 | Cn1c(SCC(=O)C(C)(C)C)nnc1-c1cccnc1 | 1 | -0.6 | 0.7 | -8 | -2 | -1 | 0 | -1.5 | 1 | -7
25 | C=C(C)CNC(=S)N/N=C/c1c(F)cccc1F | 0 | 0.0 | 1.1 | 1 | -2 | 0 | 0 | -0.8 | -1 | -3
26 | CC(=O)Nc1ccc(-c2csc(NC(=O)C3CC(=O)N(c4ccc5c(c4)OCCO5)C3)n2)cc1 (stereo unspecified) | -17 | -0.7 | -0.1 | 3 | -4 | 1 | 1 | 1.9 | 1 | -2
27 | COc1ccccc1NC(=O)N1CCC(c2nc3cc(C)c(C)cc3[nH]2)CC1 | 7 | -0.8 | 0.2 | -2 | 1 | 12 | -2 | 0.1 | 2 | -1
28 | CN(CC(=O)NCc1ccncc1)S(=O)(=O)c1ccc(Br)cc1 | 16 | 0.0 | -1.4 | -4 | -1 | 1 | -1 | -0.2 | 2 | -3
29 | Cc1[nH]n(-c2cccc(Cl)c2)c(=O)c1-c1ccc(Cl)cc1 | 12 | -0.3 | -1.8 | -7 | 0 | 7 | -2 | 0.8 | 6 | -4
30 | CCCCC(=Nc1ccc(N)cc1)C1=C(O)C(C(=O)OC)C(C)(C)CC1=O (stereo unspecified) | 3 | 0.3 | 0.5 | -7 | 0 | 5 | -26 | 4.1 | 1 | -4
31 | Cc1noc(/C=C/N(C)C)c1S(=O)(=O)N1CCN(c2ccc(F)cc2)CC1 | -2 | -0.2 | 1.9 | 11 | -1 | -61 | -2 | 1.1 | 1 | -3
32 | COc1ccc(CCN(C(=O)C(F)(F)F)C(C(=O)NC2CCCC2)c2cccs2)cc1OC (stereo unspecified) | 5 | -0.3 | 0.9 | -11 | -1 | 1 | 3 | 0.4 | 5 | 1
33 | COc1ccc(N2C(=O)CC(SCCc3nc4ccccc4[nH]3)C2=O)cc1 (stereo unspecified) | -11 | 2.9 | 1.3 | -4 | 2 | 5 | -2 | 0.7 | 4 | -3
34 | CC(C)(C)c1cc(C(C)(C)C)cc(S(=O)(=O)CCc2ccccn2)c1 | -2 | -0.2 | 1.5 | -3 | 2 | 6 | 1 | 1.2 | -6 | 0
35 | O=C(O)C1CCCN(C(=O)/C=C/c2ccccc2)CC1 (stereo unspecified) | 11 | -0.3 | -1.1 | x | 0 | -12 | -5 | 0.0 | 2 | -3
36 | COc1ccc(CNC(=O)COc2ccccc2C(=O)c2cnn(-c3ccccc3)c2)cc1OC | -21 | -0.3 | 0.0 | -7 | 1 | -10 | -7 | 0.8 | 3 | -5

The final six records of the section above lead into the next.
nr | SMILES | CendR NRP1 mod | TbMetRS inhib | MsrA inh | Scp-1 inhibitor | STEP inh | eLon inh | DNMT1 block | LMPTP inh | SUMO1-SIM PPI | MsrA act
31 | Cc1noc(/C=C/N(C)C)c1S(=O)(=O)N1CCN(c2ccc(F)cc2)CC1 | -2 | -0.2 | 1.9 | 11 | -1 | -61 | -2 | 1.1 | 1 | -3
32 | COc1ccc(CCN(C(=O)C(F)(F)F)C(C(=O)NC2CCCC2)c2cccs2)cc1OC (stereo unspecified) | 5 | -0.3 | 0.9 | -11 | -1 | 1 | 3 | 0.4 | 5 | 1
33 | COc1ccc(N2C(=O)CC(SCCc3nc4ccccc4[nH]3)C2=O)cc1 (stereo unspecified) | -11 | 2.9 | 1.3 | -4 | 2 | 5 | -2 | 0.7 | 4 | -3
34 | CC(C)(C)c1cc(C(C)(C)C)cc(S(=O)(=O)CCc2ccccn2)c1 | -2 | -0.2 | 1.5 | -3 | 2 | 6 | 1 | 1.2 | -6 | 0
35 | O=C(O)C1CCCN(C(=O)/C=C/c2ccccc2)CC1 (stereo unspecified) | 11 | -0.3 | -1.1 | x | 0 | -12 | -5 | 0.0 | 2 | -3
36 | COc1ccc(CNC(=O)COc2ccccc2C(=O)c2cnn(-c3ccccc3)c2)cc1OC | -21 | -0.3 | 0.0 | -7 | 1 | -10 | -7 | 0.8 | 3 | -5
37 | CS(=O)(=O)N1CCN(c2ccc(NC(=O)Cc3ccccc3)cc2)CC1 | -6 | -1.1 | -1.0 | 3 | 2 | -6 | -3 | -1.2 | -2 | -7
38 | Cc1ccc(C(NC(=O)c2ccccc2)C(Cl)(Cl)Cl)cc1 (stereo unspecified) | -10 | -0.7 | 0.3 | 5 | 3 | -16 | 2 | 1.3 | -1 | -2
39 | CCN1C(=O)/C(=C/c2ccc(C)s2)SC1=Nc1ccc(OC)cc1 | 0 | 0.6 | 0.2 | -2 | 3 | 1 | -4 | 1.8 | -4 | -1
40 | COc1ccc(CN2C(=O)C(CC(=O)NCCCCc3ccccc3)CC(C(=O)N3CCOCC3)=C2C)cc1 (stereo unspecified) | -12 | -0.9 | 1.4 | x | 2 | -7 | 0 | -1.2 | 3 | 0
41 | O=C(N/N=C/c1c[nH]c2ccccc12)c1ccn(Cc2ccc(Cl)cc2)n1 | 5 | 0.0 | 0.9 | 2 | 2 | 3 | -16 | 3.0 | -4 | -4
42 | COc1ccc(C(=O)N2CCCCC2c2cc(C(=O)NCc3ccccc3)no2)cc1 (stereo unspecified) | 10 | 0.1 | 0.7 | x | -2 | 6 | -1 | -0.4 | 6 | 1
43 | Cc1ccc2c(COC(=O)CNC(=O)c3ccco3)cc(=O)oc2c1C | 3 | -0.3 | 1.9 | 5 | 3 | -10 | 3 | 1.1 | -2 | -7
44 | CN1CCN(Cc2cccc(Oc3ccc(Cl)cc3)c2)CC1 | 3 | 0.3 | -1.0 | -7 | 4 | -7 | -1 | -3.3 | 1 | 0
45 | COC(=O)c1c(C)oc2ccc(N(C(=O)Oc3ccccc3)S(=O)(=O)c3ccc(Cl)c([N+](=O)[O-])c3)cc12 | -9 | 0.4 | x | 10 | -1 | -9 | 32 | 0.8 | 5 | -2
46 | CN(Cc1ccc(Cl)s1)C(=O)CN1C(=O)N(C)C2(CCCCC2)C1=O | -7 | 0.4 | 0.4 | -4 | -1 | 5 | 2 | -0.2 | 0 | -3

Screening results from PubChem BioAssay.
